Source: PubChem
GC-B act – GC-B (human) receptor activation | P20594 | HEK293-GC-B cells, CNP EC30, cGMP TR-FRET; 0% at EC30 CNP, 100% saturating CNP | activation, % at 10 µM | 0.11% of 370,000 active | AID 1920062;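 active = activation at 10 µM reaching about 35% in either raw or pattern-adjusted values, limit read from the data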
SMARCA2 activ – increases SMARCA2 function in MMTV reporter cells; MG213 cells, MMTV-luciferase reporter, dexamethasone, overnight; activation, % at 9.1 µM; 1% of 370,000 active; in the data active = activation above about 7.8%;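 also: 0% = vehicle wells and 100% = reference activator wells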
ADAM10 inh – inhibitors of human ADAM10; recombinant ADAM10, EDANS/DABCYL FRET peptide cleavage, 3 h; 0.62% of 370,000 active; inhibition, % at 7 µM; O14672;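 active = inhibition above a per-campaign cutoff equal to the mean of compounds falling between control-based bounds plus 3 SD, cut at about 20% in these data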;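 also: 0% = DMSO wells while the 100% control is not disclosed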
FXN GAA850 act – increases GAA850 frataxin promoter reporter activity; HEK293 lucGAA850 FXN promoter luciferase reporter, 24 h; percent of 10 µM SAHA response; activation, % at 6 µM; 0.56% of 360,000 active; AID 540364;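 active = activation above the average of all compounds screened plus 3 SD, cutoff fixed separately per campaign, cut at about 7.5% in these data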;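 also: 0% = DMSO wells and 100% = 10 µM SAHA wells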
sPLA2-III inh – Inhibits HGIII-sPLA2 liposome hydrolysis, primary screen; Q9NZ20; QFRET BODIPY PC-A2 liposome hydrolysis, fluorescence; inhibition, % at 12.2 µM; 0.56% of 370,000 active; AID 743126;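 active = inhibition above mean plus 3 SD of compounds lying within the high and low control bounds, cut at about 19% in these data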;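 also: 0% = median of test compound wells and 100% = no enzyme DMSO wells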
DAX1 inh-1 – inhibits human nuclear receptor DAX1 | P51843 | 0.99% of 340,000 active | inhibition, % at 6.75 µM | HEK293 Gal4-DAX1 luciferase reporter, luminescence | AID 504766;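 active = inhibition above the mean over all tested compounds plus 3 SD, cut at about 4.2% in these data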;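 also: 0% = DAX1-transfected cells with DMSO and 100% = empty-vector control cells with DMSO; inhibition shows as a rise in luminescence from relieved DAX1 repression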
NPR1 activator – GC-A (human) enzyme activation. HEK293 GC-A cells, cGMP TR-FRET, EC30 ANP; 0% at EC30 ANP, 100% saturating ANP. P16066. 0.14% of 370,000 active. activation, % at 10 µM; in the data active = activation above about 40%
Target sequence (P16066 whole entry, looked up): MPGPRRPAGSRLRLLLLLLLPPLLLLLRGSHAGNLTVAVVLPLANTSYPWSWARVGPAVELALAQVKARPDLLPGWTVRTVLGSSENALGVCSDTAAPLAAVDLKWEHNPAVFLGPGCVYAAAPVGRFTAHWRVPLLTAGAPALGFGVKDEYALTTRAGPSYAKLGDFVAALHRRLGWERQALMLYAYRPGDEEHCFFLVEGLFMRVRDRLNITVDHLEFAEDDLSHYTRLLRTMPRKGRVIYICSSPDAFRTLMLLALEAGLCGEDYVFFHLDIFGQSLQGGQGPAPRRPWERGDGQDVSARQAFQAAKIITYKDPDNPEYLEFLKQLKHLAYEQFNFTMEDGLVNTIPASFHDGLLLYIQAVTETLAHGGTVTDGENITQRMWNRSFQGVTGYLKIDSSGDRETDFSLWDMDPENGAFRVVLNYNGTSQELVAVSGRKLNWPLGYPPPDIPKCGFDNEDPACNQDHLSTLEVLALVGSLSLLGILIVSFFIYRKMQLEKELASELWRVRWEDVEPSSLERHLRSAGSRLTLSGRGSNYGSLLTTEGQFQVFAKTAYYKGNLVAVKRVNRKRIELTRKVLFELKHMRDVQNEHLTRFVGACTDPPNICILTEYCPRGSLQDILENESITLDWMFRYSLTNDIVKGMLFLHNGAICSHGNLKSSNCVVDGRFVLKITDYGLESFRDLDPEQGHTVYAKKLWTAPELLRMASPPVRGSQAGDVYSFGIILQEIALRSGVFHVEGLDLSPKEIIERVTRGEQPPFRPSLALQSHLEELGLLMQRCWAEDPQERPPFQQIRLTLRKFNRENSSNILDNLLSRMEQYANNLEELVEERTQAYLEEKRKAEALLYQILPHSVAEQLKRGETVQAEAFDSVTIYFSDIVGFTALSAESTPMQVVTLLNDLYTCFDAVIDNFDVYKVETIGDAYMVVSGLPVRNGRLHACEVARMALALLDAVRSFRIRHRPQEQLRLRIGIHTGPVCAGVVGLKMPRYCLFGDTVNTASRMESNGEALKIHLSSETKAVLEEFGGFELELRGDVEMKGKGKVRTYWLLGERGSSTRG
hgDAF12 agonist – activates the H. glycines DAF-12 receptor ligand-binding domain | HEK293 GAL4-hgDAF12 UAS-luciferase reporter, agonist luminescence; normalized to butyrate control | activation, % at 6.8 µM | 1.8% of 370,000 active | AID 687014;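 active = activation above a cutoff set at the mean of all screened compounds plus 3 SD, cut at about 10% in these data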;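 also: 0% = DMSO wells and 100% = sodium butyrate wells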
ssDAF-12 act – S. stercoralis DAF-12 activation, primary screen. 1% of 370,000 active. HEK293 ssDAF-12/GRIP1 lit1-tk-luc reporter, luminescence; % of 3 µM dafachronic acid response. activation, % at 6.8 µM;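 active = activation above the mean over all tested compounds plus 3 SD, cut at about 0.9% in these data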;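 also: 0% = DMSO-only wells and 100% = 3 µM delta7-dafachronic acid wells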
DAX1 inh-2 – DAX1 (NR0B1) inhibition, primary screen; 1.1% of 370,000 active; AID 652010; HEK293T StAR-luciferase reporter, SF-1/DAX-1 repression relief; inhibition, % at 6.8 µM;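 active = inhibition above the mean over all tested compounds plus 3 SD, cut at about 3.6% in these data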;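 also: 0% = DAX-1 cells with DMSO and 100% = cells lacking DAX-1 with DMSO; higher inhibition means more luminescence from relief of DAX-1 repression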
hcDAF12 agonist – activates DAF-12 receptor from parasite H. contortus | HEK293 hcDAF-12 lit1-tk-luc reporter, luminescence; 0% DMSO, 100% Δ7-dafachronic acid | activation, % at 6.8 µM | 1.4% of 370,000 active | AID 652067;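 active = activation above the mean of all tested compounds plus 3 SD, cut at about 5.5% in these data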;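 also: 100% = response to 3 µM Δ7-dafachronic acid high control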
Starred values were filed as active, the others as inactive; i = inactive; · = no result given.

| mol | GC-B act | SMARCA2 activ | ADAM10 inh | FXN GAA850 act | sPLA2-III inh | DAX1 inh-1 | NPR1 activator | hgDAF12 agonist | ssDAF-12 act | DAX1 inh-2 | hcDAF12 agonist |
| --- | --- | --- | --- | --- | --- | --- | --- | --- | --- | --- | --- |
| Cc1[nH]nc(SCC(=O)N2CCCC2)c1[N+](=O)[O-] | 2 | -1 | -4 | 2.1 | 9 | 1.2 | -3 | 3.8 | 0.3 | 0.0 | 1.0 |
| CC1(C(=O)Nc2ccc3c(c2)OCO3)CCN1C(=O)Cc1cccs1 (centres undefined) | 0 | 2 | -2 | 1.5 | -6 | · | 0 | 1.9 | -1.0 | 0.2 | 0.7 |
| CCOc1cccc2cc(C(=O)OCC(=O)Nc3c(C)cccc3CC)c(=O)oc12 | -1 | 4 | 0 | 1.2 | 2 | 0.8 | 6 | 4.6 | -0.2 | 1.4 | -0.3 |
| COc1ccc(S(=O)(=O)N2CCCC(C(=O)N3CCOCC3)C2)cc1Cl (centres undefined) | 6 | -1 | 5 | -0.7 | 5 | 0.6 | 0 | -6.1 | -0.9 | -0.5 | -1.7 |
| O=C(OCC(=O)N1CCc2ccccc21)c1cncc(Br)c1 | -5 | -2 | -3 | 1.6 | -1 | 1.3 | 0 | -2.9 | -1.2 | 0.2 | 2.3 |
| COc1cc([N+](=O)[O-])cc2cc(C(=O)N3CCN=C3c3ccccc3)c(=O)oc12 | -5 | -4 | -1 | 4.0 | 1 | 3.1 | -1 | -2.6 | -1.6 | -0.2 | -0.5 |
| COCC(C)NS(=O)(=O)c1ccc(C(=O)NC(Cc2ccccc2)c2ccccc2)cc1 (centres undefined) | -5 | -3 | 5 | -6.0 | -15 | 1.5 | -4 | 2.4 | -1.2 | 0.2 | 0.1 |
| Nc1cccc(C(=O)N/N=C/c2ccsc2)c1 | 0 | -2 | 5 | 0.3 | 5 | 0.2 | 0 | -1.2 | -1.7 | -0.3 | -0.8 |
| COc1cccc2oc3ccc(C#CC4(N)CCCCC4)cc3c(=O)c12 | 0 | 7 | i | 2.8 | 1 | 0.7 | 12 | 8.3 | -0.1 | 1.5 | 2.3 |
| O=[N+]([O-])c1ccc(Cl)c(-c2ccc(/C=N/c3c(-c4ccco4)nc4ccccn34)o2)c1 | -6 | -2 | -56 | -1.0 | 2 | -1.1 | -10 | 1.5 | -0.9 | 0.3 | 0.1 |
| O=C(NCC1CCCO1)c1ccccc1 (centres undefined) | -2 | -1 | -3 | -1.6 | 2 | 3.3 | -1 | 1.2 | -0.8 | 0.1 | 0.4 |
| CC(Oc1ccc(-c2ccccc2)c(F)c1)c1ccn(S(=O)(=O)c2cccc3ccccc23)n1 (centres undefined) | 6 | -3 | 9 | -0.9 | -3 | -1.1 | -2 | -1.8 | -1.2 | -0.9 | -1.5 |
| COCCN(C(=O)c1c(C)noc1C)c1c(N)n(CC(C)C)c(=O)[nH]c1=O | 5 | 1 | -6 | 1.3 | 1 | 0.5 | 4 | 0.2 | -1.3 | 0.4 | 0.7 |
| COc1ccc(CN2CCCC(CO)(Cc3ccc(F)cc3)C2)c(OC)c1OC (centres undefined) | -4 | -4 | -7 | -3.0 | -1 | 1.2 | -19 | -2.1 | -1.9 | -0.3 | -1.7 |
| CC(=O)c1ccc(Nc2nc(C)cc(C)n2)cc1 | 2 | 7 | -6 | 2.5 | -4 | 2.8 | 2 | 6.2 | -0.9 | 1.2 | 1.0 |
| Cc1cccc(C)c1NC(=O)CNCC(=O)Nc1c(C)cccc1C | 2 | 4 | -6 | 1.7 | 9 | -0.3 | 0 | -1.0 | -0.9 | -0.1 | -0.9 |
| N#Cc1ccsc1NC(=O)COC(=O)c1ccc(NC(N)=O)cc1 | 2 | 4 | -4 | 5.9 | -4 | 1.2 | -6 | 17* | 0.5 | 6.0* | 8.0* |
| CN1CCN(CCC(=O)Nc2ccccc2)CC1 | -2 | 5 | 3 | 1.6 | 3 | 2.6 | -3 | -1.6 | -1.2 | 0.1 | -0.5 |
| Cc1occc1-c1nnc(SCCCC(=O)c2ccc(F)cc2)n1C | -2 | -4 | -5 | -0.5 | -3 | -1.7 | -4 | -1.7 | -1.8 | -0.6 | -2.6 |
| COc1ccc(C(=O)OC(C)CN2CCOCC2)cc1OC (centres undefined) | -1 | -1 | -7 | 1.5 | 3 | 0.4 | 3 | -0.6 | -1.0 | 0.2 | -1.7 |
| CCOc1c(C)cnc2c1c(=O)n(Cc1ccccc1Cl)c(=O)n2C | -1 | -2 | -10 | -0.1 | 2 | 0.6 | 5 | -1.8 | -1.6 | -1.0 | 0.0 |
| OC[C@@H]1CN(Cc2ccc(-c3ccccc3)cc2)C[C@H](n2cnc3c(N4CCOCC4)ncnc32)O1 | 9 | -1 | 9 | -2.4 | -21 | · | 0 | -4.0 | -1.8 | -2.6 | -2.5 |
| OC(CN1CCCCCC1)CN(c1ccccc1)c1ccccc1 (centres undefined) | -11 | -3 | 2 | -1.5 | 8 | 0.2 | -13 | -2.1 | -1.2 | -0.2 | -0.6 |
| CC1(C(=O)NS(=O)(=O)c2ccccc2)CCN1C(=O)c1ccccc1 (centres undefined) | 3 | -8 | -8 | 0.0 | 14 | · | 0 | 3.8 | -0.8 | 2.5 | 1.4 |
| Cc1cc(C)nc(SCc2nnc(SCC(=O)Nc3ncc(C)s3)n2Cc2ccco2)n1 | -1 | -9 | -8 | -0.5 | -7 | 3.8 | 3 | -1.8 | -0.8 | 0.7 | -1.4 |
| CCOC(=O)[C@]12CCCC=C1N(CCCOC)C(=O)[C@@H]2CC(=O)NCCCN1CCCC1=O | -1 | 0 | 4 | · | 4 | · | 1 | 1.9 | -0.9 | 0.1 | -0.2 |
| COC(=O)C1=C(C)N(c2ccccc2)C(=S)NC1c1ccccc1C(F)(F)F (centres undefined) | -10 | -4 | -10 | 2.6 | 15 | -0.9 | -6 | -0.1 | -1.2 | -0.7 | -1.9 |
| COc1ccc(OC)c(NC(=O)/C=C/c2ccccc2[N+](=O)[O-])c1 | -3 | -2 | 5 | 3.5 | -6 | -0.8 | 1 | -0.7 | -0.7 | -0.8 | -1.0 |
| CCOC(=O)c1ccc(Nc2nc(-c3cccnc3)nc3ccccc23)cc1 | 27 | 1 | -36 | -5.8 | 3 | -2.8 | 12 | -1.6 | -2.2 | -1.9 | -3.0 |
| COCc1ccccc1Cn1cnc2c1c(=O)n(C)c(=O)n2C | -1 | 2 | -3 | -1.2 | 2 | -0.3 | 2 | 1.1 | -1.5 | -0.5 | -0.2 |
| COc1cccc(C2c3[nH]c4ccccc4c3C[C@H]3C(=O)N(c4ccccc4C(=O)N4CCC[C@H]4C(=O)O)C(=O)N23)c1 (some centres undefined) | 11 | 2 | -36 | -0.2 | -17 | 0.8 | -2 | 4.5 | 0.0 | 0.9 | 4.4 |
| Cc1ccc(Nc2ncnc(-n3cccc3)n2)cc1Cl | -1 | 7 | -4 | 7.5 | 2 | 1.5 | 0 | 7.1 | 0.5 | 1.6 | 5.5 |
| CCC(=O)Nc1ccc2nc3c(=O)[nH]c(=S)[nH]c3nc2c1 | 0 | -3 | -28 | -1.3 | -2 | 1.4 | -1 | 2.8 | -0.8 | 0.5 | 2.1 |
| CC(NC(=O)C(=O)NCCc1c[nH]c2ccccc12)c1ccccc1 (centres undefined) | 6 | -1 | 6 | -1.6 | -58 | 0.9 | -4 | 1.7 | -0.1 | -0.6 | 0.6 |
| CCOC(=O)c1ccc(NCC(O)COc2ccccc2)cc1 (centres undefined) | -1 | -1 | 9 | 1.3 | -26 | -0.6 | 0 | 1.1 | -1.4 | -0.5 | -1.1 |
| COc1ccc(C2C(C(=O)c3ccco3)=C(O)C(=O)N2CCc2ccccc2)cc1OC (centres undefined) | -3 | -2 | 3 | 2.1 | 1 | 0.4 | 1 | 1.8 | -1.1 | -0.1 | -0.7 |
| O=C(NN1C(=O)c2ccc3c4c(ccc(c24)C1=O)CC3)c1ccc(Br)cc1 | 0 | -6 | i | 1.8 | 3 | 3.8 | 5 | 2.3 | -0.8 | 0.2 | -1.2 |
| CCc1ccc(NC(=O)Cn2c(=O)n(CCCC(=O)NCc3ccco3)c(=O)c3ccccc32)cc1 | -8 | -1 | 4 | -0.9 | 3 | 0.2 | -11 | 0.7 | -0.7 | -0.1 | -0.4 |
| CC1(C)Cc2c(cnn2-c2ccc(F)cc2)C(NC(=O)CCN2CCCCC2=O)C1 (centres undefined) | 1 | -1 | -14 | 1.0 | -2 | 0.1 | 2 | 2.2 | -0.9 | 1.3 | -0.4 |
| COc1cc(C(=O)Nc2ccc(C(C)=O)cc2)c(Br)c(OC)c1OC | 0 | 2 | 4 | 2.1 | -1 | 0.0 | 1 | 2.9 | -1.2 | 0.8 | 0.3 |
| CCCn1c(-c2cccc(F)c2)nc2c1c(=O)[nH]c(=O)n2Cc1ccccc1 | 3 | -3 | -8 | 3.5 | 0 | 0.2 | 3 | -1.5 | -1.1 | -0.3 | -1.2 |
| COc1ccc(CCNC(=O)c2n[nH]c3ccccc23)cc1 | 0 | -2 | -7 | 1.3 | -8 | -1.2 | -1 | 4.3 | -1.2 | -0.9 | 0.6 |
